High-throughput results deposited in PubChem by National Center for Advancing Translational Sciences (NCATS).
KDM5B inhibitor – inhibitors of human KDM5B histone demethylase | 220,000 compounds, 2.6% hits | Q9UGL1 | Potency, µM (series often up to 57.7 µM), for inactives: top-dose activity change, negative = inhibition, actives largely listed as inhibitors | KDM5B demethylase, FDH-coupled NADH fluorescence (FDH is formaldehyde dehydrogenase) | AID 1347165; active means well fitted inhibition curve with a large enough effect; inconclusive means small, poorly fitted or top-dose-only effect; inactive means no such curve, though single readings can be large or run the other way; further: 0% is about no effect; nearly all actives have a fitted effect of over 70% in size
Target sequence (Q9UGL1 whole entry, looked up): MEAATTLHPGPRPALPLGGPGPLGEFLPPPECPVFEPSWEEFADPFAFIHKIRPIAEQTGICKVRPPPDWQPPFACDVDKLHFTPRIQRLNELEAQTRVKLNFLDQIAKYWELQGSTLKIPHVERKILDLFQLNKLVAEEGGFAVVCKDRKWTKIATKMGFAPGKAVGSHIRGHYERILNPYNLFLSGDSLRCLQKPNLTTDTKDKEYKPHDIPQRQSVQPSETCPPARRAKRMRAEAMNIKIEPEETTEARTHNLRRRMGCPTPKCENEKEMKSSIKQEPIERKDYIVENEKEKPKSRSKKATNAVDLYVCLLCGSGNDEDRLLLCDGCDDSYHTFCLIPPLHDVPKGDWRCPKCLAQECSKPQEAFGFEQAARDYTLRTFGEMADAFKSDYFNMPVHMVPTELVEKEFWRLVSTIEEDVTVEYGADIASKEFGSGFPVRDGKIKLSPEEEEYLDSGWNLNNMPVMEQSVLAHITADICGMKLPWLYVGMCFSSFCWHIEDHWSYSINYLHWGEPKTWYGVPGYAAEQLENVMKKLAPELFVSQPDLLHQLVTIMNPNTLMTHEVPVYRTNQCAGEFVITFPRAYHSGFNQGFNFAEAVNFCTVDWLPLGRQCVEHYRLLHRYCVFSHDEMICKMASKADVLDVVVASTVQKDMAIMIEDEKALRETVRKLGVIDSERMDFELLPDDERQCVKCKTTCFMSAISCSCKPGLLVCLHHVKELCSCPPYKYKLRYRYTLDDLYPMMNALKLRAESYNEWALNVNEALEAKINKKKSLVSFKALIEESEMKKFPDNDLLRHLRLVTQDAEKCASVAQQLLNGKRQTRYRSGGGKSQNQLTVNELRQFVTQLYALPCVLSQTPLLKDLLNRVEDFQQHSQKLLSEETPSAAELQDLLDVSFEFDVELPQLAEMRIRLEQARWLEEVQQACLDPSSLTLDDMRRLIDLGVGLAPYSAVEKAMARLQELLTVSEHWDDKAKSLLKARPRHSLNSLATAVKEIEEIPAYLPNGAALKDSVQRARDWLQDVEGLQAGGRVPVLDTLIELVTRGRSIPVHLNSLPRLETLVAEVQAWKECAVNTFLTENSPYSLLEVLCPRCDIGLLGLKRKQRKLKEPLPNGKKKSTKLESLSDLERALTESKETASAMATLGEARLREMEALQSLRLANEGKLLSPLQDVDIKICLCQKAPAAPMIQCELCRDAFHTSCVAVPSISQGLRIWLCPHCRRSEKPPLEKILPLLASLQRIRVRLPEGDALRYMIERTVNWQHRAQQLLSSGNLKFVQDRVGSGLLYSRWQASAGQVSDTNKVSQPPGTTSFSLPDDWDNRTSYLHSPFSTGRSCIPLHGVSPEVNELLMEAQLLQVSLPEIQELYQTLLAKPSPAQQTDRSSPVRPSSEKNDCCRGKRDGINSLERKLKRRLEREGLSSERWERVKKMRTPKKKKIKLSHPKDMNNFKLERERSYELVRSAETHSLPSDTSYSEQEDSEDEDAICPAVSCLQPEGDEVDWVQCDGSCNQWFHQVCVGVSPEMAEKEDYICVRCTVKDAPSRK
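Coupled FDH/NAD⁺ fluorescence readout. KDM5BΔAP 200 nM final; compound titration, 10 min RT preincubation; substrate mix 12.5 µM H3K4me3, 25 µM 2-OG, 50 µM Fe(II), 100 µM ascorbate, 0.25 mM NAD⁺, 0.25 U/mL FDH; ΔRFU over 30 min.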
Starred values were filed as active, the others as inactive; ? = inconclusive; & = joins results of further samples; [ ] = remark or other dose. Potency means the concentration at half of the fitted maximal effect. This is a subset; the hit share may differ from the screen's.

Compound	KDM5B inhibitor
O=C(OCC1CCCO1)c1cccc(O)c1 (stereo not drawn)	27%
O=C(NCc1cccnc1Oc1ccccc1)c1ccccn1	16%
CC(C)N(CCCNC(=O)Cn1ncc2c([nH]c3ccccc32)c1=O)Cc1ccccc1	-28%
Cc1[nH]c2ccccc2c1C(=O)C(=O)Nc1ccc(C(C)C)cc1	14%
Cc1c(C(=O)N(Cc2ccc(N(C)C)cc2)CC2CCCO2)oc2ccc(Br)cc12 (stereo not drawn)	-9%
CC(=O)Nc1ccc(NC(=O)CSc2nc3ccccc3nc2N2CCCCC2)cc1	-20%&0%
CC(C)CC(=O)N1CCCCCC1CN1CCOCC1 (stereo not drawn)	-33%
Cc1ccc(-c2csc(Nc3ccc(O)cc3)n2)cc1C	-11%
COC(=O)c1cc(/C=C/C(=O)O)oc1C	21%
CC(C)c1ccc(/C=N/NC(=O)Cc2cccc3ccccc23)cc1	-29%
Cc1ccccc1-c1nn2c(COc3ccccc3)nnc2s1	?
O=C(Nc1ccc(F)cc1F)Nc1ccccc1C(=O)NCCN1CCNC1=O	5%
O=C(COC(=O)c1ccc2ccccc2n1)NC(=O)c1ccccc1	1%
CC(=O)N1CCc2cc(S(=O)(=O)NC(Cc3ccccc3)C(=O)Nc3cc(C)ccc3C)ccc21 (stereo not drawn)	-8%
CCOc1ccc(NC(=O)c2cc3nc(-c4ccc(OC)cc4)cc(C(F)(F)F)n3n2)cc1	?
COc1ccc(C(=O)OCC(=O)NC(C)CCc2ccccc2)c(OC)c1 (stereo not drawn)	31%
Cc1noc(C)c1Cc1c(C(=O)N2C[C@@H](Oc3cccnc3)C[C@H]2C(N)=O)noc1C	4%
Cn1cc(C(=O)NCCc2noc(-c3ccncc3)n2)cn1	21%
CCN(CC)C(=O)C1=C(C)Nc2nc3ccccc3n2C1c1cccc(OC)c1 (stereo not drawn)	?
S=C(NCc1ccc(Cl)cc1)Nc1ccc(Nc2ccccc2)cc1	-2%
CCOc1ccccc1C1NC(=O)N(CC(=O)Nc2ccc3c(c2)CCC3)C2=C1C(=O)OC2 (stereo not drawn)	-15%
COc1cc2c(cc1NS(=O)(=O)c1cccc(C#N)c1)n(C)c(=O)n2C	?
CCN(CC)S(=O)(=O)c1ccc2c(c1)N(CC(=O)N1CCN(c3cccc(OC)c3)CC1)C(=O)CO2	8%
COc1ccc(Oc2ccc(C(F)(F)F)cc2NC(=O)c2ccc(OC)cc2)cc1	?
COC(=O)c1[nH]c2ccccc2c1NC(=O)C(C)N1CC(C)OC(C)C1 (stereo not drawn)	?
CC1CCN(CC2CCN(C(=O)NCc3ccccc3)CC2)CC1	-2%
Cc1ccc(S(=O)(=O)Cc2nc(-c3ccc(C(=O)NCCN4CCCCCC4)cc3)oc2C)cc1	?
CCOc1ccc(CCNC(=O)c2ccc3nc(N4CCOCC4)sc3c2)cc1OCC	-5%
CS(=O)(=O)NC(=O)c1ccc(F)c(F)c1	-4%
O=C(O)c1nnn(-c2cccc(F)c2)c1C(F)(F)F	9%
COCCN1C(=O)[C@@H]2C[C@@H](CN2C(=O)Nc2ccccc2)Oc2ccccc21	16%[86.2 µM]
Cc1ccc(C(=O)Nc2cc3cc(Cl)ccc3oc2=O)cc1	?
C=CCN(CC=C)Cc1c(C(=O)N2CCN(C3CCCCC3)CC2)nc2ccccn12	?
CCCCNC(=O)c1cccc(NC(=O)Nc2ccccc2)c1	18%
CC(C)COc1ccc(C(=O)N2CCC(c3nc4ccccc4s3)CC2)cc1	-27%
NC(=O)NCc1cn(C2CCN(Cc3ccc4occc4c3)CC2)nn1	-2%
O=C1CC2CCN(Cc3ccc(F)c(F)c3F)CC2CCN1 (stereo not drawn)	20%[149 µM]
COc1ccc(CNc2nc(SCc3ccccc3Cl)nc3ccccc23)cc1	-13%
Fc1ccc(Nc2ncnc3onc(-c4cccc(Cl)c4)c23)c(F)c1	-25%
FC(F)Oc1ccc(C2CC(c3ccc(Br)cc3)n3nnnc3N2)cc1 (stereo not drawn)	13%
Cc1oc2ccn(Cc3ccccc3F)c(=O)c2c1C(=O)N1CCN(c2ccccc2)CC1	-11%
COc1ccc(CNC(=O)c2c(C)noc2-c2cccc(F)c2)cc1	5%
CCOC(=O)c1c(NC(=O)c2cc(-c3ccc(Cl)cc3)on2)sc(C)c1C	-18%
Cc1cnc(CCNC(=O)CC(C)C)n1Cc1ccc(F)cc1	-2%
Cc1cc(C)cc(COc2ccc(C(N)=O)cc2)c1	3%
O=C(O)c1cc(C(=O)O)c(C(=O)O)nc1C(=O)O	-60%
CCC(CC)C(=O)Nc1ccc(S(=O)(=O)N2CCC(c3nc4ccccc4s3)CC2)cc1	4%
COc1ccc(CNc2nc3c(c(=O)[nH]c(=O)n3C)n2Cc2ccccc2)cc1	14%
COc1ccc(CCNC(=O)c2ccc(NC(=O)CC3SC(N4CCCCC4)=NC3=O)cc2)cc1OC (stereo not drawn)	17%
CCOc1ccccc1CN1CCCOCCNC(=O)[C@@H]2CCCC[C@@H]21	-14%
NCCOc1ccccc1	-15%
COc1cc(OC)c(NC(=O)C2=C(C)C(=O)OC23CCCCCC3)cc1Cl	-15%
CN(Cc1ccccc1)C(=O)[C@H]1C[C@@H](O)[C@H](O)[C@@H]2N=C(Nc3ccc(-n4cccn4)cc3)S[C@@H]21	-1%
COc1ccc(CCNS(=O)(=O)c2ccc3c(c2)c(=O)n(C)c(=O)n3C)cc1OC	0%
O=C(Nc1cccc(OCc2cc(=O)n3ccccc3n2)c1)c1ccccc1Br	?
COc1ccc(CNC(=O)COC(=O)CC2CCCC2)cc1	8%
CC(NC(=O)CCc1ccco1)C1CC2CCC1C2 (stereo not drawn)	-2%
COCCN1C(=O)[C@H]2CN(C(=O)c3ccncc3)C[C@H]2C1=O	-31%
CC(=O)N(c1nc(C)c(C(=O)Nc2ccc3cc[nH]c3c2)s1)C1CC1	9%
O=C(Nc1cccn2cnnc12)c1ccc(S(=O)(=O)NCCO)cc1	28µM*

A different layout for three compounds above:
> CCC(CC)C(=O)Nc1ccc(S(=O)(=O)N2CCC(c3nc4ccccc4s3)CC2)cc1
  KDM5B inhibitor: 4%
> CCOc1ccccc1C1NC(=O)N(CC(=O)Nc2ccc3c(c2)CCC3)C2=C1C(=O)OC2 (stereo not drawn)
  KDM5B inhibitor: -15%
> COc1cc(OC)c(NC(=O)C2=C(C)C(=O)OC23CCCCCC3)cc1Cl
  KDM5B inhibitor: -15%

Sorted by molar mass (ascending): part of the list above
Compound	KDM5B inhibitor
NCCOc1ccccc1	-15%
CC(C)COc1ccc(C(=O)N2CCC(c3nc4ccccc4s3)CC2)cc1	-27%
C=CCN(CC=C)Cc1c(C(=O)N2CCN(C3CCCCC3)CC2)nc2ccccn12	?
O=C(Nc1cccc(OCc2cc(=O)n3ccccc3n2)c1)c1ccccc1Br	?
CN(Cc1ccccc1)C(=O)[C@H]1C[C@@H](O)[C@H](O)[C@@H]2N=C(Nc3ccc(-n4cccn4)cc3)S[C@@H]21	-1%

Other results.
Compound	KDM5B inhibitor
N#C/C(=C/c1cccc(NC(=O)c2ccc(Cl)cc2)c1)c1ccccn1	-11%
Cc1ccc2c(COC(=O)c3ccc(NC(=O)CC#N)cc3)cc(=O)oc2c1C	-7%
CSc1ccc(CCNC(=O)Cn2ncn3c(cc4ccccc43)c2=O)cc1	-18%
Cc1ccc(NC(=O)C2=C(c3ccccc3)NC(=S)NC2c2ccc(C(C)C)cc2)cc1 (stereo not drawn)	?
COc1ccc(-c2noc(-c3cccn3CC(=O)Nc3ccccc3F)n2)cc1F	-20%
CCc1ccc(N2CCn3c2nc2c3c(=O)n(CCCc3ccccc3)c(=O)n2C)cc1	?
COc1ccc(OC)c(CNC(=O)c2cc(Br)ccc2O)c1	?
CCn1c(NC(=O)CCc2nc(-c3ccsc3)no2)nc2ccccc21	11%
O=C(N[C@H]1CCN2C(=O)c3cc(-c4ccsc4)ccc3NC(=O)[C@H]12)C1CCCC1	?
C(#CCN1CCN(CC#CCOCCOCc2ccccc2)CC1)COCCOCc1ccccc1	-19%
CCNC(=O)NC[C@@H]1C=C(C)[C@H](CC(=O)NCCOC)C[C@H]1C(C)C	-34%[86.2 µM]
c1ccc(Oc2cc3c(cn2)NCCN(Cc2cnc[nH]2)C3)cc1	?
Fc1ccc2c(c1)nc1n2[C@@H](CNCc2cnc3ccccc3c2)COC1	-12%[86.2 µM]
CN1C[C@@H](NC(=O)Nc2ccccc2)C[C@H]1c1nc(-c2ccc(F)cc2)no1	22%[86.2 µM]
Cn1c(=O)c2c(nc(NCc3ccco3)n2Cc2cccc(Br)c2)n(C)c1=O	17%
O=C(CCC(=O)N1CCSc2ccccc21)NCc1ccccc1Cl	1%
O=C(Nc1ccc(-c2nnc3n2CCCC3)cc1)c1ccc(F)cc1F	-9%
Cc1ccccc1CC(=O)N(C)Cc1ccsc1	12%
CCc1ccccc1OCCN1CCN(c2ccc(C#N)cc2)C(=O)C1	-36%
COc1cc(-c2cc(C(=O)NCc3ccco3)c3ccccc3n2)cc(OC)c1OC	?
CN(CCc1ccccn1)C(=O)c1cccnc1Oc1ccc(Cl)cc1	12%
CCOc1ccccc1CN1CCCN(Cc2ccncc2)C(c2ccccc2)CC(=O)NCC1 (stereo not drawn)	?
Fc1ccc(C2Cn3cnc(-c4nc(-c5ccc6c(c5)OCO6)no4)c3CO2)cc1 (stereo not drawn)	-23%
O=C(CCc1cccnc1)N[C@H]1CCOC[C@H]1C1CCOCC1	1%
CCOc1ccccc1CN1CCC2(CC1)CC(Cc1nc(COC)no1)CCO2 (stereo not drawn)	17%
CCOC(=O)N1CCc2c(sc3c2c(=O)n(CCc2ccccc2)c(=O)n3CC(=O)Nc2cccc(C)c2)C1	-8%
CSc1ccccc1C(=O)Nc1cccc2ccccc12	-4%
COc1cccc(-c2n[nH]c3c2CC(=O)N(Cc2ccccc2)C3)c1	-6%[86.2 µM]
CCCc1ccc2oc(C(=O)N(C)Cc3snnc3C)c(C)c2c1	-6%
O=c1c2cc3c(nc2ncn1Cc1ccc(Cl)cc1)CCCC3	-17%

Taken from above.
`CCNC(=O)NC[C@@H]1C=C(C)[C@H](CC(=O)NCCOC)C[C@H]1C(C)C` in KDM5B inhibitor = -34%[86.2 µM]
`Fc1ccc(C2Cn3cnc(-c4nc(-c5ccc6c(c5)OCO6)no4)c3CO2)cc1` (stereo not drawn) in KDM5B inhibitor = -23%

Quoted from the entries so far, two compounds:
Compound	KDM5B inhibitor
O=C(OCC1CCCO1)c1cccc(O)c1 (stereo not drawn)	27%
O=C(NCc1cccnc1Oc1ccccc1)c1ccccn1	16%

Additional structures.
SMILES	KDM5B inhibitor
N#C/C(=C/Nc1ccccc1C(=O)O)C(N)=O	-27%
O=C(CN1CCCc2nc(C3CC3)ncc2C1=O)NCC1CC1	-8%
Cc1ccn2c(=O)c(C(=O)NCCc3ccccc3)c(O)nc2c1	-30%
CCC1CN(C(=O)N2CCC(C(=O)Nc3ccccc3F)CC2)c2ccccc2O1 (stereo not drawn)	8%
Cc1ccccc1C(=O)Nc1ccc2oc(=O)ccc2c1	-106%
CN(C)C(CNC(=O)CCc1ncc(-c2ccc(F)cc2F)o1)c1ccco1 (stereo not drawn)	9%
C=CCN1C(=S)N[C@@H]2CS(=O)(=O)C[C@@H]21	14%
CCCn1cnc2c1CN(S(=O)(=O)c1cccc3c(N(C)C)cccc13)[C@H](C(=O)OC)C2	?
N#Cc1nc(COc2ccc(Br)cc2)oc1NCc1ccco1	?
COc1cccc(S(=O)(=O)N2CCCCC2c2nc(-c3cnccn3)n[nH]2)c1 (stereo not drawn)	7%
CCOc1ccc(N/C=C/C(=O)c2ccc(C)c(C)c2)cc1	0%
O=C(O)c1cnc(NCc2cccnc2)nc1-c1ccc(Cl)cc1	32µM*
COc1ccc(Cl)cc1NC(=O)CSc1sc2c(O)cc(=O)[nH]c2c1C#N	-12%
CCN(CC)CCNC(=O)c1nc(-c2ccc3cc[nH]c3c2)no1	5%
COc1ccc(C(=O)Nc2ccccc2C(=O)N2CCOCC2)cc1OC	0%
CSC1=N/C(=C\c2cccs2)C(=O)S1	-10%
Cc1cc(C)n(CCC(=O)N2CCC3(CC2)CC(OCC2CC2)CCO3)n1 (stereo not drawn)	1%
CN(C)C(=O)c1ccc(OC2CCN(C(=O)C3CC3)CC2)nc1	16%
Cc1ccccc1C(=O)N1CCC(C(=O)Nc2ccc(C)c(S(=O)(=O)N3CCCCC3)c2)CC1	9%
CN(C)C(=O)COC(=O)c1cccnc1Nc1ccccc1F	1%
CCOC(=O)C1C(=O)C=C(/C=C/c2ccco2)CC1c1ccccc1 (stereo not drawn)	?
COc1ccc(S(=O)(=O)Nc2ccc3c(c2)sc(=O)n3C)cc1Cl	-27%
COc1ccc(NC(=O)COc2ccc(Cl)cc2)c2cccnc12	-23%
Cc1cc(C)c2oc(-c3ccc(NC(=O)c4cc(Br)ccc4Cl)cc3)nc2c1	?
COC(=O)[C@@H]1Cc2ncn(Cc3ccc(Cl)cc3)c2CN1S(=O)(=O)Cc1ccccc1	4%
CC(CNC(=O)CN1C(=O)COc2ccc(S(=O)(=O)N3CCCCC3)cc21)c1ccccc1 (stereo not drawn)	2%
CCN(CC)S(=O)(=O)NCc1ccnc(N2CCN(c3ccc(F)cc3)CC2)c1	9%
Cc1cc(C(=O)N[C@@H]2C[C@H](Cn3cc(C4CC4)nn3)[C@@H](O)[C@H]2O)no1	?
O=C(CC1CCOCC1)N1CCN(Cc2ccccc2F)CC1	?
COc1ccccc1CNC(=O)CCC(=O)N1CC2CCCN2c2ccccc21 (stereo not drawn)	?
